# Assay outcomes as filed in PubChem BioAssay.
# S100A4 MyoIIA: inhibitors of human S100A4 binding to myosin IIA peptide. P26447. S100A4/TAMRA-MyoIIA peptide fluorescence polarization. inhibition, % at 10.7 µM. hit rate 0.14% among 360,000. AID 652163;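 active = mean inhibition of at least 70% across replicates, with every replicate also reaching that level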
# Target sequence (P26447 whole entry, looked up): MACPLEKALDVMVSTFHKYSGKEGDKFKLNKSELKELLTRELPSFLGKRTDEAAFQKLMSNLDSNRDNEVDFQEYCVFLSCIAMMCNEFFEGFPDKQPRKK
#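 Test system: S100A4 monomer protein; Medium: HEPES pH 7.2 with CaCl2, KCl, NaCl, DTT, Triton; Probe or stimulus: TAMRA-labelled myosin IIA heavy-chain peptide probe, 5 nM; Doses: one dose per compound; Times: polarization read 5 min after assay mix addition, stable 5–60 min; Benchmarks: neutral control DMSO, positive control TFP.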
# C2C12 statin: protects C2C12 myotubes from simvastatin toxicity. ATP luminescence, 48 h; scaled: DMSO 0, geranylgeraniol control 100. AID 602340. rescue of ATP level, % at 7.49 µM. hit rate 0.78% among 330,000;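 active = mean ATP rescue above about 67%, or every replicate alone reaching that limit, limit read from the data, passing the limit was not always enough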;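 also: myotubes were challenged with 10 µM simvastatin during compound exposure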
# SIRT5 inh: inhibitors of human sirtuin-5 desuccinylase; Purified SirT5, succinyl-peptide AMC, trypsin-coupled fluorescence; inhibition, % at 15 µM; hit rate 1.1% among 330,000; AID 652115; in the data active = inhibition above about 15%
# Target sequence (Q9NXA8 whole entry, looked up): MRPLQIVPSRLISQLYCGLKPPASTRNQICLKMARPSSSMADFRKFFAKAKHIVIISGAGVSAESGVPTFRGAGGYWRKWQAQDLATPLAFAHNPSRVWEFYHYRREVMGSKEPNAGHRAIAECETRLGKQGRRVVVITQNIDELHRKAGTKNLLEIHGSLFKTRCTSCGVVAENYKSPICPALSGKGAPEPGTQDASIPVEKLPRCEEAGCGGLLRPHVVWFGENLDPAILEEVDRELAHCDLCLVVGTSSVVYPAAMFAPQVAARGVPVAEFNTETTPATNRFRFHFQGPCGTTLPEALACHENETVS
# FN deposition inh: fibronectin deposition inhibition. AH1F fibroblasts, Alexa488-fibronectin deposition fluorescence, overnight. inhibition, % at 12.6 µM. hit rate 0.086% among 350,000;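 active = mean inhibition across replicates of 30% or more, regardless of how many single replicates reach that level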;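 also: positive control wells lacked labelled fibronectin entirely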
#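 Test system: AH1F fibroblast monolayer depositing Alexa488-labelled fibronectin into matrix. Input: 10000 cells per well. Technique: fluorescence, ex 485 nm, em 525 nm. Buffer or medium: DMEM plus 2% serum, read in PBS. Timing: 1 h cell adhesion before compound, then overnight fibronectin incubation. Compound: single dose, pinned. Read-out basis: inhibition from reduced deposited-fibronectin fluorescence.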
# CASP6 VEID inh: caspase-6 (human) enzyme inhibition; inhibition, % at 12.5 µM; purified caspase-6, Z-VEID-R110 cleavage fluorescence; hit rate 0.53% among 350,000; P55212; AID 686996;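 active = mean inhibition across replicates at least about 35%, with every replicate also reaching that limit, limit read from the data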;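 also: 0% = median of neutral control wells and 100% = no fluorescence left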
# Target sequence (P55212 24-179 limits assumed): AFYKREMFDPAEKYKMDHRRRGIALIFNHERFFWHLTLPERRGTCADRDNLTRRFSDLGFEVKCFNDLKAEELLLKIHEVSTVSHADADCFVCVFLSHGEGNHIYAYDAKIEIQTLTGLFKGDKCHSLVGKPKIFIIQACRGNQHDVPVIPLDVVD
# Target sequence (P55212 194-293 limits assumed): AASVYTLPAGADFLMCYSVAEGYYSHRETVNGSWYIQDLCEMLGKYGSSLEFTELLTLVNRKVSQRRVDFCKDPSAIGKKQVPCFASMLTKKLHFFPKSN
# LGR2 antag: Drosophila LGR2 receptor signaling inhibition; HEK293 LGR2, CRE-luciferase, bursicon-stimulated, 4 h; inhibition, % at 9.99 µM; hit rate 0.35% among 380,000; AID 720647;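 active = drop in luminescence signal, shown as inhibition above about 50% in the replicate tests, limit read from the data, passing the limit was not always enough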;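 also: agonist challenge used bursicon conditioned medium at about half maximal strength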
# esBAF inh: inhibitors of esBAF chromatin remodeling in mouse ES cells | Bmi1-luciferase knock-in reporter, 24 h; 100% = twice the neutral-well signal | reporter increase, % at 12.5 µM | hit rate 2% among 350,000 | AID 602393; in the data active = activation above about 40%;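 also: 0% = median of the plate's neutral control wells and 100% = double that signal; a rise in the Bmi1 reporter signal indicates esBAF inhibition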
# Starred values were filed as active, the others as inactive; / = no result given; & = joins results of further samples. The list is partial (hit frequency here may not be typical).
structure	S100A4 MyoIIA	C2C12 statin	SIRT5 inh	FN deposition inh	CASP6 VEID inh	LGR2 antag	esBAF inh
CCCc1c(C(=O)N/N=C/C2CC=CCC2)nnn1-c1nonc1N (stereo not given)	-1	-3	2	11	1	-26	-7
C[C@H](NC(=O)C[C@H]1CC[C@@H](NC(=O)C2CC2)[C@@H](CO)O1)c1ccccc1	16	5	6	5	9	13	-2
CC1(C(=O)NS(=O)(=O)c2cccc(Cl)c2)CCN1C(=O)c1cccc2ccccc12 (stereo not given)	-5	5	/	3	3	-7	7
O=C(CSc1nnc2c(n1)[nH]c1ccccc12)Nc1ccc2c(c1)OCO2	/	-7	/	/	/	-12	9
O=C(C[C@H]1CC[C@@H](NC(=O)NC2CCCCC2)[C@H](CO)O1)NCc1ccc(Cl)cc1	22	5	-1	4	2	7	2
CCN(CC)S(=O)(=O)c1ccc(-c2nnc(SCC(=O)Nc3cc(OC)cc(OC)c3)o2)cc1	/	20	/	-6	/	/	-5
CCCCC(=O)Nc1c2c(nn1-c1cccc(C)c1C)CS(=O)(=O)C2	-5	8	-3	3	-1	5	-2
Cc1coc2cc3oc(=O)c(CC(=O)N4C[C@H]5C[C@@H](C4)c4cccc(=O)n4C5)c(C)c3cc12	-1	16	/	/	1	22	4
CN1CCN(c2ccc(CNC(=O)C3(C)Cc4c(-c5ccc6c(c5)OCO6)ccnc4O3)cc2)CC1 (stereo not given)	-7	23	-16	3	-2	-2	-3
COCC(=O)Nc1ccc2c(c1)C(=O)N(C)C[C@H](OC)[C@H](C)CN(Cc1cc(F)ccc1F)[C@H](C)CO2	-10	2	12	-7	-3	1	1
COc1cccc(CNc2nc(NCc3ccccc3)nc3ccsc23)c1	-2	-72	3	1	4	15	-4
CCCC#Cc1ccc([C@H]2[C@@H](CO)N3C(=O)CN(C(=O)NC4CCCC4)C[C@H]23)cc1	1	/	5	/	3	-6	/
CCCC(C(=O)NC1CCCC1)N(Cc1ccccc1Cl)C(=O)c1snc(C(N)=O)c1N (stereo not given)	2	-12	1	4	1	-1	2
CC(CCc1ccco1)NC(=O)c1cc2c(-c3ccccc3F)nn(C)c2s1 (stereo not given)	7	17	-2	4	-2	-1	-4
Nc1nc(SCC(=O)NC2CCCc3ccccc32)n[nH]1 (stereo not given)	-1	/	-1	5	-5	10	/
O=C(NC(=S)NCC1CCCO1)c1ccco1 (stereo not given)	-8	/	0	-4	-4	13	/
CCC(=O)N(C)C[C@H]1Oc2ncc(-c3ccccc3OC)cc2C(=O)N([C@@H](C)CO)C[C@@H]1C	-5	1	-2	-4	-1	11	-3
COc1ccc(CCN2CCCn3c2nc2c3c(=O)n(C)c(=O)n2C)cc1OC	-17	-5	1	4	/	-11	4
Cc1cc(C)nc(SSc2nc(C)cc(C)n2)n1	32	-12	-2	-1	-2	-3	0
NCCSC1CC(=O)N(c2ccc(Cl)c(Cl)c2)C1=O (stereo not given)	-2	-12	-3	-6	-5	-19	17

# In a second layout: entries from further up.
# Results follow in this order: S100A4 MyoIIA	C2C12 statin	SIRT5 inh	FN deposition inh	CASP6 VEID inh	LGR2 antag	esBAF inh
- C[C@H](NC(=O)C[C@H]1CC[C@@H](NC(=O)C2CC2)[C@@H](CO)O1)c1ccccc1
 : 16	5	6	5	9	13	-2
- CC1(C(=O)NS(=O)(=O)c2cccc(Cl)c2)CCN1C(=O)c1cccc2ccccc12 (stereo not given)
 : -5	5	/	3	3	-7	7
- O=C(CSc1nnc2c(n1)[nH]c1ccccc12)Nc1ccc2c(c1)OCO2
 : /	-7	/	/	/	-12	9
- O=C(C[C@H]1CC[C@@H](NC(=O)NC2CCCCC2)[C@H](CO)O1)NCc1ccc(Cl)cc1
 : 22	5	-1	4	2	7	2
- CCN(CC)S(=O)(=O)c1ccc(-c2nnc(SCC(=O)Nc3cc(OC)cc(OC)c3)o2)cc1
 : /	20	/	-6	/	/	-5
- CCCCC(=O)Nc1c2c(nn1-c1cccc(C)c1C)CS(=O)(=O)C2
 : -5	8	-3	3	-1	5	-2
- Cc1coc2cc3oc(=O)c(CC(=O)N4C[C@H]5C[C@@H](C4)c4cccc(=O)n4C5)c(C)c3cc12
 : -1	16	/	/	1	22	4
- CN1CCN(c2ccc(CNC(=O)C3(C)Cc4c(-c5ccc6c(c5)OCO6)ccnc4O3)cc2)CC1 (stereo not given)
 : -7	23	-16	3	-2	-2	-3
- COCC(=O)Nc1ccc2c(c1)C(=O)N(C)C[C@H](OC)[C@H](C)CN(Cc1cc(F)ccc1F)[C@H](C)CO2
 : -10	2	12	-7	-3	1	1
- COc1cccc(CNc2nc(NCc3ccccc3)nc3ccsc23)c1
 : -2	-72	3	1	4	15	-4
- CCCC#Cc1ccc([C@H]2[C@@H](CO)N3C(=O)CN(C(=O)NC4CCCC4)C[C@H]23)cc1
 : 1	/	5	/	3	-6	/

# (more compounds)
structure	S100A4 MyoIIA	C2C12 statin	SIRT5 inh	FN deposition inh	CASP6 VEID inh	LGR2 antag	esBAF inh
COc1cccc(NC(=O)N(C)C[C@@H]2OCc3cnnn3CCCC(=O)N([C@@H](C)CO)C[C@H]2C)c1	-2&8	3&1	5&-8	-1&-15	1&-2	1&-6	3&8
CCOC(=O)c1sc(NC(=O)CSc2n[nH]c(-c3ccc(Cl)cc3Cl)n2)c(C#N)c1C	/	0	/	3	/	/	-15
CCOc1ccc(N2CC(C(=O)NCCc3c[nH]c4ccc(OC)cc34)CC2=O)cc1 (stereo not given)	-2	-11	-2	0	0	8	2
CCCNC(=O)N[C@@H]1C=C[C@H](CC(=O)NC2CCC2)O[C@H]1CO	10	1	-1	6	-1	5	-3
O=C(c1ccc(S(=O)(=O)N2CCOCC2)cc1)N1CCc2ccccc21	-1	8	-1	0	-3	4	1
COc1cccc(CN2CCC2(C)C(=O)Nc2cccc(NS(C)(=O)=O)c2)c1OC (stereo not given)	-2	0	/	-1	-3	10	-4
CCN(CC)S(=O)(=O)c1ccc(S(=O)(=O)N2CCN(CCC#N)CC2)cc1	-1	-1	-1	-7	-1	0	10
COc1ccc(/C=N/N=C2\SC(CC(=O)O)C(=O)N2c2ccccc2)c(OC)c1 (stereo not given)	-4	-5	2	1	0	5	-4
O=C(Nc1ccc(F)cc1)N1[C@@H]2CNc3ccccc3[C@@H]2[C@@H]1CO	5	8	-1	3	0	2	8
CC(=O)Nc1ccc(-c2sc(Nc3cccc4ccccc34)n[n+]2-c2ccccc2)cc1	-1	0	/	-7	-3	-12	4
O=C(CCC(NC(=O)OCc1ccccc1)C(=O)O)OCc1ccccc1 (stereo not given)	0	-7	2	-4	0	-14	-1
CC(=O)N1CCN(C(=O)c2oc3ccccc3c2C)CC1	-1	/	-4	/	0	-2	/
Cc1ccc(CN(Cc2ccccc2)C(=S)Nc2ccccc2C)o1	5	-10	0	-1	2	25	-8
Nc1[nH]c(C(=O)c2ccc(Br)cc2)c(-c2ccc(Br)cc2)c1C(=O)NCCc1c[nH]c2ccccc12	34	/	/	-6	-1	2	/
C[C@H]1CN([C@@H](C)CO)S(=O)(=O)c2ccc(C#CC3CC3)cc2O[C@@H]1CN(C)C(=O)c1ccccc1	-10	-40	0	-9	-1	7	1
CCOC(=O)N1CCN(C(=O)CN(c2ccc(Cl)c(C(F)(F)F)c2)S(C)(=O)=O)CC1	/	2	/	-4	/	/	5
C[C@@H]1CN([C@@H](C)CO)C(=O)CCCn2cc(nn2)CO[C@@H]1CN(C)C(=O)Nc1ccccc1F	/	-4	/	-1	/	-7	-5
C[C@@H]1CN([C@H](C)CO)C(=O)Cc2cc(NC(=O)Nc3ccc4c(c3)OCO4)ccc2O[C@H]1CN(C)Cc1ccc(Cl)c(Cl)c1	13	32	3	/	0	-3	0
COc1ccc(NC(=O)N(C)C[C@@H]2Oc3ncc(-c4cccnc4)cc3C(=O)N([C@H](C)CO)C[C@@H]2C)cc1	-6	16	0	/	-3	-3	-2
O=C(C1=C(O)C(=O)N(CCOCCO)C1c1cccc([N+](=O)[O-])c1)c1cccs1 (stereo not given)	0	/	1	-1	0	-3	/

# Record cards, as listed above.
# Record of C[C@@H]1CN([C@H](C)CO)C(=O)Cc2cc(NC(=O)Nc3ccc4c(c3)OCO4)ccc2O[C@H]1CN(C)Cc1ccc(Cl)c(Cl)c1 → S100A4 MyoIIA: 13; C2C12 statin: 32; SIRT5 inh: 3; FN deposition inh: /; CASP6 VEID inh: 0; LGR2 antag: -3; esBAF inh: 0
# Record of Cc1ccc(CN(Cc2ccccc2)C(=S)Nc2ccccc2C)o1 → S100A4 MyoIIA: 5; C2C12 statin: -10; SIRT5 inh: 0; FN deposition inh: -1; CASP6 VEID inh: 2; LGR2 antag: 25; esBAF inh: -8

# Additional records follow.
structure	S100A4 MyoIIA	C2C12 statin	SIRT5 inh	FN deposition inh	CASP6 VEID inh	LGR2 antag	esBAF inh
COc1ccc(NC(=O)N(C)C[C@H]2Oc3ccc(NC(=O)Cc4ccccc4)cc3C(=O)N([C@@H](C)CO)C[C@H]2C)cc1	2	36	1	-19	-2	-6	-1
O=C(Cn1nnc(-c2ccc(Cl)cc2)n1)NCc1ccco1	-9	0	-4	-12	6	9	-2
O=C(c1ccc([N+](=O)[O-])cc1)N1CCOCC1	4	-13	/	-6	-2	4	/
COc1ccc(C(=O)ON=C2CCN(c3ccc([N+](=O)[O-])cc3)CC2)cc1	/	4	/	-2	/	/	-2
CCCC#Cc1ccc([C@H]2[C@H]3CN(S(=O)(=O)Cc4ccccc4)CC(=O)N3[C@H]2CO)cc1	-48	/	3	/	1	7	/
N#Cc1c(N)nc2c(c1-c1ccccc1)CCCC2	-2	-21	-4	-2	-2	-15	-2
CC(=O)c1cccc(NC(=O)c2ccc(S(=O)(=O)N3CC(C)OC(C)C3)cc2)c1 (stereo not given)	-15	0	-1	5	-2	-12	0
C/C(=N\NC(=O)c1cc2ccccc2cc1O)c1ccc(C)o1	-3	-12	0	11	6	1	35
Cc1nnc(C)n1N	11	8	-1	/	1	-1	-1
Cc1cccc(C)c1NC(=O)CN(C)C(=O)Cc1cccc(C(F)(F)F)c1	-4	3	5	-3	/	-1	-10
CCCOc1ccc(C2=NNC(=O)CC2)cc1	-5	5	-3	-5	1	-20	-50
C[C@@H]1CN([C@@H](C)CO)C(=O)CCCn2nncc2CO[C@@H]1CN(C)S(=O)(=O)c1cccc(C#N)c1	-3&-3	12&5	0&1	-9&11	0&-2	-8&13	4&-3
Cn1nccc1NC(=O)Nc1cccc(Br)c1	1	0	-2	/	0	-14	-3
C[C@@H]1CN([C@@H](C)CO)C(=O)CCCn2cc(nn2)CO[C@@H]1CN(C)Cc1ccc(C(=O)O)cc1	10	/	-7	-10	2	2	/
COc1ccc(C(c2nnnn2CC2CCCO2)N2CCC(C(N)=O)CC2)cc1 (stereo not given)	/	-2	/	-5	/	/	-10
Cc1ccc(SCCC(=O)OCC(=O)NCC2CCCCC2)cc1	-1	-2	1	-12	2	18	5
CCN1CCN(c2ccc(N3CCN(C(=O)c4ccc(Br)o4)CC3)nn2)CC1	4	-12	4	0	-15	13	/
CC(=O)N1c2ccc(S(=O)(=O)N3CCCC3C(=O)NCc3ccccc3Cl)cc2CC1C (stereo not given)	5	-1	/	-2	1	-4	8
C=CCNC(=O)c1onc(CS(=O)(=O)c2cc(C)cc(C)c2)c1C(=O)NCC=C	-3	2	-1	1	-5	13	-11
O=C(O)c1nn(-c2ccccc2)ccc1=O	1	/	2	/	-2	-17	-7
CC1(Cc2ccc(Cl)s2)C(=O)Nc2c(Cl)ccc(Cl)c21 (stereo not given)	-3	6	-1	-12	1	19	-9
CC1CCN(C(=O)C2c3ccccc3C(=O)N3CCc4ccccc4C23)CC1 (stereo not given)	/	-8	/	0	/	5	1
Cc1ccc(OCCN2C(=O)c3ccccc3C2=O)c(C)c1	/	-1	/	-11	/	/	21
COc1ccc(CNC(=O)C[C@H]2C[C@H](C(=O)N(C(C)C)C(C)C)[C@@]3(C)c4[nH]c5cc(CCC(=O)N(C)C)ccc5c4CCN3C2=O)cc1OC	0	-3	3	4	1	8	6
COC(=O)Cc1c(C)c2ccc(OCC(=O)N(C)C3CCS(=O)(=O)C3)cc2oc1=O (stereo not given)	0	9	-24	1	-2	0	0
